# Assay outcomes deposited in PubChem by National Center for Advancing Translational Sciences (NCATS).
# D1 PAM: enhances dopamine response at the human D1 receptor | P21728 | HEK293 TREx D1 cells, calcium flux, dopamine EC20 potentiation | potentiation, % at 10 µM | 360,000 tested, 0.036% active | AID 504651; in the data active means potentiation above about 30%; further: 0% is about no effect
# LDHA block: blocks human lactate dehydrogenase A; P00338; purified LDHA, NADH/diaphorase-resazurin fluorescence; hits give low values; 480,000 tested, 0.15% active; AID 1347041; activity change, % (values are at about 110 or 230 µM); in the data active means activity change below about -30%; inconclusive means mostly about -25% to -30%;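 further: plate controls were DMSO wells for no effect and wells without enzyme for full effect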
#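 Remaining NADH was detected by diaphorase (0.133 mg/mL) converting 37 µM resazurin to fluorescent resorufin, read at 0 and 20 minutes. The preceding 5-minute room-temperature reaction used 2 nM LDHA, 0.2 mM sodium pyruvate and 0.06 mM NADH at pH 7.4.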
# D1 antagonist: blocks dopamine activation of the human D1 receptor; P21728; HEK293 TREx D1 cells, calcium flux, dopamine EC80; hits give low values; activity change, negative = inhibition, % at 10 µM; 360,000 tested, 3.2% active; in the data active means activity change below about -30%; further: on the % scale 0 is the no-effect control and ±100 the full control effect
#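 Antagonism measured as reduced calcium response to an EC80 dopamine addition following 180 s compound pre-read; cells were inducible HEK293 Trex D1 plated overnight at 30 C, read kinetically at 1 cycle/sec.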
# Vif-APOBEC3F blk: blocks the Vif interaction with APOBEC3F. HeLa A3F-eYFP + Vif (tagged APOBEC3F with the HIV-1 protein that degrades it), YFP fluorescence increase. 390,000 tested, 0.2% active. Potency, µM (doses to about 46.1 µM), without a hit: at the highest dose activity, negative = active; further: potency means the concentration at half of the fitted maximal effect; % of control where 0% means no effect; nearly all actives have a fitted effect of over 65% in size
#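 HeLa cells stably expressing A3F-eYFP plus Vif, plated and incubated overnight at 37 deg C, then exposed to compounds overnight at 37 deg C. Blocked degradation read as raised yellow fluorescence (Ex 488/Em 500-530).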
# Vif-APOBEC3G blk: blocks the Vif interaction with human APOBEC3G. Potency, µM (highest dose often 46.1 µM), inactives show at the top dose activity, negative = active, hits mostly inhibitors. HeLa A3G-eYFP + Vif (tagged APOBEC3G with the HIV-1 protein that degrades it), YFP fluorescence, overnight. 410,000 tested, 0.076% active. Q9HC16;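 further: potency means the concentration at half of the fitted maximal effect; on the % scale 0 is the no-effect control and ±100 the full control effect; nearly all actives have a fitted effect of over 60% in size; hits raise eYFP signal because A3G escapes Vif-driven loss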
#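 HeLa cells stably expressing Vif and C-terminally eYFP-tagged A3G, seeded overnight at 37 deg C, then exposed to compound by pintool overnight at 37 deg C. Rise in yellow fluorescence (Ex 488/Em 500-530, Acumen) marks blocked Vif-driven A3G degradation.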
# Glioma ERSR ind: induces the endoplasmic reticulum stress response in human glioma cells. U87-MG GRP78 promoter luciferase reporter, 16 h. Potency, µM, without a hit: at the highest dose activation, hits mostly activators. 420,000 tested, 0.02% active. AID 602332; further: potency means the concentration at half of the fitted maximal effect; series mostly up to about 76 µM; % of control where 0% means no effect; nearly all actives have a fitted effect of over 35% in size
#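 Stably transfected U87-MG human glioma cells carrying a GRP78-based luminescent sensor were seeded at 1000 cells/well, pin-dosed with compounds and incubated 16 h. Luciferase reagent was then added, and end-point luminescence was read after 10 min at room temperature.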
# D1 ag: agonists of human D1 dopamine receptor; HEK293 T-REx D1 cells, calcium flux, agonist mode; AID 504660; 360,000 tested, 1% active; activation, % at 2 µM; in the data active means activation above about 30%; further: 0% is about no effect
#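 Inducible HEK293 T-REx D1 cells, force-coupled to calcium signalling, were plated at 4000 cells/well with tetracycline and held overnight at 30 C. After no-wash calcium dye loading, compound-evoked calcium rise over 180 s flagged agonists.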
# D2 potentiator: positive allosteric modulators of human D2 dopamine receptor. P14416. HEK293 T-REx D2, calcium flux, EC20 dopamine potentiation. potentiation, % at 10 µM. 340,000 tested, 0.34% active. AID 485347;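 active means potentiation over 3 SD above the plate norm, cut at about 30% in these data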; further: 0% is about no effect
#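 Cells plated with tetracycline inducer and held overnight at 30 C; calcium dye loaded 30–90 min at room temperature; baseline taken, compound added and read 180 s; EC20 dopamine then added and read 180 s.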
# RXFP1 ag: activates the human relaxin receptor RXFP1 | Q9HBX9 | HEK293T-RXFP1 cAMP TR-FRET, 30 min; response scale: percent of porcine relaxin response, buffer zero | Potency, µM (titrated, usually from 57.5 µM), for inactives: at the top dose activation, usual class: activators | 370,000 tested, 0.3% active | AID 2676; further: potency means the concentration at half of the fitted maximal effect; on the % scale 0 is the no-effect control and ±100 the full control effect; nearly all actives have a fitted effect of over 60% in size; many of its hits are not listed in these tables
# Target sequence (Q9HBX9 whole entry, looked up): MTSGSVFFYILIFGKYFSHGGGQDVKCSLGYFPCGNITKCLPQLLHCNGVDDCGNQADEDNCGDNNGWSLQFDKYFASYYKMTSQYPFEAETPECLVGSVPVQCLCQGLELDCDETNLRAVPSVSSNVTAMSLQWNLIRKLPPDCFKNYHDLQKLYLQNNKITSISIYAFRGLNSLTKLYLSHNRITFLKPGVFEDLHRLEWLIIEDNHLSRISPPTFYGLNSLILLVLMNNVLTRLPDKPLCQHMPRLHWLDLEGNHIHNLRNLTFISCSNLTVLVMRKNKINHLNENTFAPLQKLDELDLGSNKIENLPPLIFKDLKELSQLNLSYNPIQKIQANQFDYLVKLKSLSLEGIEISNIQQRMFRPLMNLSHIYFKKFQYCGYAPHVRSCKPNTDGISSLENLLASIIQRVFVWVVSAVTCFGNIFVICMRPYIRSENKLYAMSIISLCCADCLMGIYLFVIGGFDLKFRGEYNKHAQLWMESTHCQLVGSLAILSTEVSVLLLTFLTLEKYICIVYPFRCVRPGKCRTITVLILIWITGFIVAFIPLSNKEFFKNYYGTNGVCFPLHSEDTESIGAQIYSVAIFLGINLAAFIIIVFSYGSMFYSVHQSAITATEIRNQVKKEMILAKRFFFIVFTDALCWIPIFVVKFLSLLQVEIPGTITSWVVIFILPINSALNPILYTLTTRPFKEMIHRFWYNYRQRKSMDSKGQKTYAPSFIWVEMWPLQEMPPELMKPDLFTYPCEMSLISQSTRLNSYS
#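 HEK293T cells stably expressing RXFP1 were pretreated with the PDE4 inhibitor Ro 20174, exposed to compounds for 30 min at 37C, lysed, and cAMP was read by TR-FRET. Data normalized to buffer (basal) and 29 nM porcine relaxin (100%).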
# An asterisk follows results filed as active; ? = inconclusive; · = not tested or not shown; & = joins results of further samples. Unless noted, the call rests on the fitted dose curve; in most records, active means well fitted curve in the direction sought with a large enough effect; inconclusive means small, poorly fitted or top-dose-only effect, or another doubt; inactive means no such curve, though single readings can be large; an effect the other way counts as inactive or inconclusive. A portion of the library, so the mix of outcomes need not match the whole.
SMILES,D1 PAM,LDHA block,D1 antagonist,Vif-APOBEC3F blk,Vif-APOBEC3G blk,Glioma ERSR ind,D1 ag,D2 potentiator,RXFP1 ag
Cc1c(N=Cc2c(O)n(CCc3ccc(F)cc3)c(=O)[nH]c2=O)c(=O)n(-c2ccccc2)n1C,1,-2,-9,0%,-5%,-3%,2,2,-0.3%
O=c1[nH]c(=S)n(-c2ccccc2F)c(O)c1C=Nc1ccc(N2CCOCC2)cc1,0,-2,3,-15%,0%,-1%,24,·,4.3%
COc1ccc(-n2cnc3cc(C(=O)N4CCC5(CC4)OCCO5)ccc32)cc1,-1,2,-11,-5%,?,-6%,1,-18,0.0%
CCC(C)n1c(C)cc(C(N)=O)c1C (stereo not drawn),4,4,-1,-8%,0%,-4%,1,0,-0.6%
CCc1nnc(NS(=O)(=O)c2ccc(N=Cc3c(O)n(-c4ccccc4)c(=O)[nH]c3=O)cc2)s1,-5,-6,8,-12%,0%,-1%,3,0,-0.9%
CCCNC(=O)N1[C@H]2CC[C@@H]1C(C(=O)OC)=C(c1cccc(OC)c1OC)C2,·,-13,·,-9%,2%,-2%,·,·,·
O=C(CN1CC=C(c2ccccc2)CC1)NC(=O)NC1CCCCC1,-2,-1,-24,7%,6%,-3%,2,13,3.6%
O=C1/C(=C/c2ccc3c(c2)OCO3)N2CCC1CC2,-1,3,0,2%,1%,0%,2,-2,-0.4%
CCC(C)N1C(=O)/C(=C\c2cnc(N(C)C)nc2)C(=O)NC1=S (stereo not drawn),-4,-13,·,11%,-19%,-12%,3,0,2.7%
COc1ccc(C(=O)NC(=S)N2C[C@H]3C[C@H](C2)c2cccc(=O)n2C3)cc1OC,-2,8,5,0%,3%,-2%,1,4,0.0%
CCOC(=O)c1c(C)n(Cc2ccc3c(c2)OCO3)c2ccc(O)cc12,-3,0,-1,0%,0%,7%,-2,-13,1.8%
C1=CC(Cc2cncs2)c2ccccc21 (stereo not drawn),1,1,·,0%,-1%,-1%,-2,10,1.5%
CCC12CN3CCN(CC(C3)C1O)C2 (stereo not drawn),-8,-3,-1,5%,6%,-2%,-1,25,0.9%
Cc1ccc(S(=O)(=O)Oc2ccccc2C=C2C(=O)NC(=O)NC2=O)cc1,·,-11,·,-3%,-7%,3%,·,·,·
CCN(CC)CCOC(=O)C(O)(c1ccccc1)c1ccccc1,-2,3,-18,-3%,-5%,-4%&-2%&1%,2,5,1.2%
NP(=O)(OCCCc1ccccc1)c1ccccc1 (stereo not drawn),1,-3,5,9%,0%,-3%,3,2,-2.1%
COc1ccc(N=Cc2c(O)n(CC3CCCO3)c(=O)[nH]c2=O)cc1 (stereo not drawn),0,1,5,1%,-13%,1%,1,7,-0.6%
CCn1c(O)c(N=Nc2ccc(S(=O)(=O)N3CCOCC3)cc2)c(=O)n(CC)c1=S,-6,-7,-17,1%,2%,0%,1,-7,-2.9%
CC(C)CCn1c(=O)c(C(=O)NCc2ccco2)c(O)c2ccccc21,-11,-5,-10,-6%,-4%,-2%,2,·,-1.6%
O=C(c1ccc(N2CC3CC(C2)c2cccc(=O)n2C3)c([N+](=O)[O-])c1)N1CCCCC1 (stereo not drawn),0,-6,-53*,-16%,-4%,9%,1,5,3.0%
CCN1CCN(c2ccc(N)cc2)CC1,2,-2,3,6%,3%,-3%,1,-5,0.2%
O=C1NC(=O)C(=Cc2ccco2)C(=O)N1,·,9,·,?,-11%,-3%,·,·,·
COc1ccc(-n2c(O)c(C=NCc3ccc4c(c3)OCO4)c(=O)[nH]c2=O)cc1,-3,-3,-20,?,-8%,2%,1,2,0.2%
Cc1cccc(CN2CCCN(Cc3ccc(Cl)cc3)S2(=O)=O)c1,-4,-1,4,-7%,0%,-12%,11,-2,-2.1%
O=C(N/N=C/c1c(O)n(CCc2ccc(F)cc2)c(=O)[nH]c1=O)c1ccncc1,4,6,24,0%,4%,-2%,1,·,0.9%
O=P(Nc1ccccc1)(Nc1ccccc1)Oc1ccc(Cl)cc1,-5,2,-26,-1%,-1%,-5%,1,1,0.5%
O=C(CCCOc1ccc(Cl)cc1Cl)N1CCC2(CC1)OCCO2,-2,1,-8,1%,-1%,5%,1,-1,4.0%
CC1C=CCCC12C(=O)NC(=O)NC2=O (stereo not drawn),·,-2,·,4%,3%,-3%,·,·,·
N=C1c2ccccc2CN1NC(=O)c1ccc(Br)o1,-2,1,1,4%,0%,-4%,1,-2,-0.1%
CC(N)Cc1c[nH]c2c1ccc1ccccc12 (stereo not drawn),-18,1,5,2%,2%,-4%,17,-10,-1.7%
C#C[C@]1(O)CCC2C3C(CC[C@@]21C)[C@@]1(C)CC[C@@H](O)CC1=C[C@H]3O (stereo partly drawn),·,-4,·,9%,0%,-1%,·,·,·
COP(=S)(OC)Oc1ccc(Sc2ccc(OP(=S)(OC)OC)cc2)cc1,·,-1,·,4%,-1%,0%&1%,·,·,·
COc1ccc(-n2c(O)c(C=NCCN(C)C)c(=O)[nH]c2=O)cc1,5,0,7,7%,-3%,-5%,3,-6,-2.3%
Cc1ccc(C2(O)CC(C)N(C)CC2C)cc1 (stereo not drawn),2,1,6,-5%,2%,-3%,0,-14,-0.8%
Oc1cc2c(cc1CN1CCN(c3ccccc3F)CC1)OCO2,·,28,-26,3%,0%,-1%,6,-29,4.5%
O=C1C2CCN(CC2)C1(CO)CO,·,-6,·,0%,0%,-12%&-12%&-12%&-12%&-12%,·,·,·
O=C1C2C3CCC(O3)C2C(=O)N1CCO (stereo not drawn),-5,-8,-3,-8%,6%,3%,4,-5,3.9%
CCOP(=O)(CCP(=O)(OCC)OCC)OCC.C[CH2][Sn]([Cl])([Cl])[CH2]C,·,-14,·,2%,-40%,-14%,·,·,·
C[N+]1(C)C2CC[C@H]1CC(OC(=O)C(CO)c1ccccc1)C2 (stereo partly drawn),-1,-2,-3,1%,1%,-2%,-1,-6,-0.8%
COc1cc(CN=C(C)c2c(O)n(C)c(=O)n(C)c2=O)cc(OC)c1,-3,3,-9,-19%,-1%,-4%,8,-2,7.6%
CCCCn1c(O)c(C(CC)=NCc2ccc(F)cc2)c(=O)[nH]c1=O,-8,-5,-11,-5%,-1%,0%,12,6,1.9%
CCN1C(=O)C(=C2C=C(C)N(Cc3ccco3)C(C)=C2)C(=O)N(CC)C1=S,0,-3,0,-12%,-7%,-2%,4,·,28µM*
COC(=O)C1=C(c2ccc(OCc3ccccc3)cc2)C[C@@H]2CC[C@H]1N2C(=O)NC1CCN(Cc2ccccc2)CC1,-3,4,9,-7%,?,-3%,2,-11,-1.0%
O=C(COC(=O)Cc1ccccc1)Nc1ncc(Cl)cc1Cl,-3,-4,-7,5%,1%,0%,0,4,-0.5%
COc1cc(C2C(C#N)=C(N)Oc3cc(O)ccc32)cc(OC)c1OC (stereo not drawn),2,0,11,-16%,?,0%,3,-15,0.2%
COc1ccc(OC)c(C(O)C2CCCCN2)c1 (stereo not drawn),10,-8,-1,-10%,2%,-2%,0,-1,-1.8%
C[C@@H]1CN([C@H](C)CO)C(=O)CCCn2nncc2CO[C@H]1CN(C)C(=O)Oc1ccccc1,·,-2,·,6%,3%,-5%,·,·,·
CC(C)c1ccccc1OCC(=O)N1CCCN(C)CC1,-3,0,-16,14%,-4%,-1%,8,-8,4.1%
CC(=O)OC(C)(C)/C=C/C(=O)C(C)(O)C1C(O)CC2(C)C3CC=C4C(CC(O)C(=O)C4(C)C)C3(C)C(=O)CC12C (stereo not drawn),·,-1,·,7%,-23%,-12%,·,·,·
COC(=O)C(O)(c1ccc2c(c1)CCCN2)C(F)(F)F (stereo not drawn),-3,-2,-8,0%,0%,-3%,1,12,0.2%
O=C1CSC2(CN3CCC2CC3)N1 (stereo not drawn),-8,-1,10,·,-2%,-4%,0,-9,0.1%
Cc1ccc(-n2c(-c3ccc([N+](=O)[O-])cc3)nc3ccccc3c2=O)cc1,3,7,10,-52%,2%,-1%,1,2,1.9%
COc1ccc(N2C(=O)NC(=O)/C(=C\c3cn(CC(=O)N4CCOCC4)c4ccccc34)C2=O)c(OC)c1,-9,5,-3,0%,-1%,-4%,7,6,-0.2%

# An excerpt of these results, with two lines to a compound:
# Sequence of screens: D1 PAM, LDHA block, D1 antagonist, Vif-APOBEC3F blk, Vif-APOBEC3G blk, Glioma ERSR ind, D1 ag, D2 potentiator, RXFP1 ag
> CCCCn1c(O)c(C(CC)=NCc2ccc(F)cc2)c(=O)[nH]c1=O
    -8, -5, -11, -5%, -1%, 0%, 12, 6, 1.9%
> CCN1C(=O)C(=C2C=C(C)N(Cc3ccco3)C(C)=C2)C(=O)N(CC)C1=S
    0, -3, 0, -12%, -7%, -2%, 4, ·, 28µM*
> COC(=O)C1=C(c2ccc(OCc3ccccc3)cc2)C[C@@H]2CC[C@H]1N2C(=O)NC1CCN(Cc2ccccc2)CC1
    -3, 4, 9, -7%, ?, -3%, 2, -11, -1.0%
> O=C(COC(=O)Cc1ccccc1)Nc1ncc(Cl)cc1Cl
    -3, -4, -7, 5%, 1%, 0%, 0, 4, -0.5%
> COc1cc(C2C(C#N)=C(N)Oc3cc(O)ccc32)cc(OC)c1OC (stereo not drawn)
    2, 0, 11, -16%, ?, 0%, 3, -15, 0.2%
> COc1ccc(OC)c(C(O)C2CCCCN2)c1 (stereo not drawn)
    10, -8, -1, -10%, 2%, -2%, 0, -1, -1.8%
> C[C@@H]1CN([C@H](C)CO)C(=O)CCCn2nncc2CO[C@H]1CN(C)C(=O)Oc1ccccc1
    ·, -2, ·, 6%, 3%, -5%, ·, ·, ·
> CC(C)c1ccccc1OCC(=O)N1CCCN(C)CC1
    -3, 0, -16, 14%, -4%, -1%, 8, -8, 4.1%
> CC(=O)OC(C)(C)/C=C/C(=O)C(C)(O)C1C(O)CC2(C)C3CC=C4C(CC(O)C(=O)C4(C)C)C3(C)C(=O)CC12C (stereo not drawn)
    ·, -1, ·, 7%, -23%, -12%, ·, ·, ·
